# Screening results: PubChem BioAssay, several laboratories
# KKLEB tox: reduces viability of KKLEB cystic fibrosis airway cells; KKLEB CF airway cells viability, ATPlite luminescence, overnight; stronger effect = lower value; cells stimulated with P. aeruginosa culture filtrate; activity change (cytotoxicity), % at 5 µM; 360,000 tested, 0.36% active; AID 602141;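 active = corrected activity change at or below -50% at 5 µM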
# TRAIL sens C8: caspase-8 TRAIL sensitization. NB7+C8 cells + TRAIL, ATPlite viability luminescence. 360,000 tested, 1% active. inhibition (viability loss, TRAIL sensitization), % at 10 µM;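 active = compounds causing at least 50% loss of cell viability in the single-dose screen, relative to plate controls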
# LRH-1 inv ag: NR5A2 inverse agonism in reporter assay | O00482 | HEK293T StAR-luciferase reporter, LRH-1 transfected, 24 h | inhibition, % at 3.6 µM | 360,000 tested, 0.13% active;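 active = inhibition above the mean inhibition of all tested compounds plus 3 SD, cut at about 73% in these data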;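 also: 0% = DMSO wells and 100% = reporter-only cells lacking LRH-1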
# Target sequence (O00482 whole entry, looked up): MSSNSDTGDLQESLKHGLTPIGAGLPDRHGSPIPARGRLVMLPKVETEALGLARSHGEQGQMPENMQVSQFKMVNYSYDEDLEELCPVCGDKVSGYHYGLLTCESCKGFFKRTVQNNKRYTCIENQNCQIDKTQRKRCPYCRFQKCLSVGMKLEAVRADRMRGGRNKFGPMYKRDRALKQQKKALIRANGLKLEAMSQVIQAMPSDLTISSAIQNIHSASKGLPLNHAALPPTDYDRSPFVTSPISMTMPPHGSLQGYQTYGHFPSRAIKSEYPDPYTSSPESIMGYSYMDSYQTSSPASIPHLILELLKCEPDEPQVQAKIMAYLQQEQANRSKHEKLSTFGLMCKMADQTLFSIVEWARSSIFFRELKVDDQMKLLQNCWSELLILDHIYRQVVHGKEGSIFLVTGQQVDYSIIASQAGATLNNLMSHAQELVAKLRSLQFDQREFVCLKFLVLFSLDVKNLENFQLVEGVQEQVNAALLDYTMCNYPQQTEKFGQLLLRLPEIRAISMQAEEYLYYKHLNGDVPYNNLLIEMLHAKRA
# TROY NFkB inh: blocks TROY-dependent signaling in reporter cells; Q293 LMP1-TROYcd NF-kB luciferase reporter, 4 h; inhibition, % at 10 µM; 360,000 tested, 0.98% active;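 active = compounds whose plate-normalised and pattern-corrected inhibition of the luciferase reporter signal at the single screening dose is 50% or more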
# NCOA2 inhibitor: human SRC2 (NCOA2) inhibition | Q15596 | HEK293 GAL4-SRC2 luciferase reporter, luminescence | inhibition, % at 9 µM | 370,000 tested, 0.17% active | AID 651957;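 active = inhibition above the mean inhibition of all tested compounds plus 3 SD, set per campaign, cut at about 52% in these data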;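 also: 0% = DMSO treated cells and 100% = cells given Gossypol at 36 µM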
# NCOA3 inh: inhibits human SRC3 coactivator. HEK293 GAL4-SRC3 luciferase reporter, luminescence. inhibition, % at 3.6 µM. 360,000 tested, 0.17% active. AID 588352;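 active = inhibition above a per-campaign cutoff, the mean of all compounds plus 3 SD, cut at about 60% in these data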;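 also: 0% = DMSO-treated cells and 100% = gossypol-treated cells at 36 µM; higher means less SRC3-driven luciferase light from the GAL4 reporter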
# LMP1 NFkB inh: Epstein-Barr LMP1 NF-kappaB reporter inhibition. 350,000 tested, 0.69% active. AID 504558. LMP1-induced NF-kappaB luciferase reporter cells, luminescence. inhibition, % at 12.5 µM; in the data active = inhibition above about 41%;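 also: 0% = neutral control wells and 100% = reference inhibitor control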
# NR2F2 inh: blocks human COUP-TFII nuclear receptor | P24468 | HEK293T NGFI-A luciferase reporter, luminescence | inhibition, % at 8.6 µM | 370,000 tested, 0.7% active | AID 686940;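 active = inhibition above a per-plate cutoff, mean inhibition of test wells between control levels plus 3 SD, cut at about 38% in these data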;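 also: cells cotransfected with COUP-TFII expression vector driving the NGFI-A reporter; 0% = median of COUP-TF2 test wells and 100% = reporter-only cells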
# Target sequence (P24468 whole entry, looked up): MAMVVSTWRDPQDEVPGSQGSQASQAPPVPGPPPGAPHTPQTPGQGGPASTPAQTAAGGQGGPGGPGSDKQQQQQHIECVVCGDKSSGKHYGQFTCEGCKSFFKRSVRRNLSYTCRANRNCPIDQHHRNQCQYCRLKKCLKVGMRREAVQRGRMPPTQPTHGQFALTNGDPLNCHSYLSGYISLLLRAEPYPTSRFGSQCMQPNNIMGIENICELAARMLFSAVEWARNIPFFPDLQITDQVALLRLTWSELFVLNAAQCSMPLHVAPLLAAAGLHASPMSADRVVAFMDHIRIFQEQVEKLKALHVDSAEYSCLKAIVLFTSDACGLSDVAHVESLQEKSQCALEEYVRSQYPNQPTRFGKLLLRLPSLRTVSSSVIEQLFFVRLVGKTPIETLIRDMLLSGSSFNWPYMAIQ
# CF NFkB inh: blocks PAF-induced NF-kB reporter in cystic fibrosis cells; 360,000 tested, 0.86% active; inhibition, % at 5 µM; KKLEB NF-kB-GFP reporter, GFP fluorescence overnight; AID 588850;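 active = at least 50% inhibition at 5 µM, scaled per plate between neutral and stimulator controls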;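 also: PAF is a Pseudomonas aeruginosa culture filtrate used as stimulus; plate controls were PAF-stimulated DMSO wells for no effect and unstimulated DMSO wells for full effect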
# NCOA1 inh: inhibitors of human steroid receptor coactivator 1 (SRC1); Q15788; 360,000 tested, 0.12% active; HEK293 GAL4-SRC1 luciferase reporter, luminescence; inhibition, % at 3.6 µM;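 active = inhibition above the campaign mean plus 3 SD, with each screening campaign given its own cutoff, cut at about 60% in these data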;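 also: 0% = DMSO treated cells and 100% = gossypol at 36 µM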
# TWEAK Fn14 block: TWEAK-Fn14 signaling inhibition. TWEAK-stimulated Fn14 reporter cells, luciferase luminescence, 8 h. inhibition, % at 10 µM. 360,000 tested, 2% active. AID 1159606; in the data active = inhibition above about 50%
# Numbers without * were called inactive; x = no result given.
# Start of the data: the first 4 records (preview)
no.	molecule	LMP1 NFkB inh	LRH-1 inv ag	NCOA2 inhibitor	TROY NFkB inh	CF NFkB inh	KKLEB tox	NCOA3 inh	TWEAK Fn14 block	TRAIL sens C8	NR2F2 inh	NCOA1 inh
1	C=CCN(C(=O)c1csnn1)C(C(=O)NC1CCCCC1)c1ccc(F)cc1 (stereo not drawn)	0	-23	-7	-7	-7	-2	1	3	4	8	5
2	Cc1ccc(NC(=O)CCCCCN2C(=O)[C@@H]3Cc4ccccc4CN3C2=O)cc1	6	-1	-21	-8	-6	-4	-14	-1	0	2	12
3	CCOc1cc(/C=N/NC(N)=S)cc(Br)c1OCc1ccccc1C	-67	31	x	-3	-36	11	21	36	22	x	-6
4	CC(C)CNC(=O)COC(=O)c1n[nH]c2ccccc12	0	-11	-6	-1	5	9	9	7	7	2	-4

# Main list, from the first entry:
no.	molecule	LMP1 NFkB inh	LRH-1 inv ag	NCOA2 inhibitor	TROY NFkB inh	CF NFkB inh	KKLEB tox	NCOA3 inh	TWEAK Fn14 block	TRAIL sens C8	NR2F2 inh	NCOA1 inh
1	C=CCN(C(=O)c1csnn1)C(C(=O)NC1CCCCC1)c1ccc(F)cc1 (stereo not drawn)	0	-23	-7	-7	-7	-2	1	3	4	8	5
2	Cc1ccc(NC(=O)CCCCCN2C(=O)[C@@H]3Cc4ccccc4CN3C2=O)cc1	6	-1	-21	-8	-6	-4	-14	-1	0	2	12
3	CCOc1cc(/C=N/NC(N)=S)cc(Br)c1OCc1ccccc1C	-67	31	x	-3	-36	11	21	36	22	x	-6
4	CC(C)CNC(=O)COC(=O)c1n[nH]c2ccccc12	0	-11	-6	-1	5	9	9	7	7	2	-4
5	Brc1cccc(OCCCCn2cncn2)c1	3	-1	-10	4	-9	6	-6	-10	-15	-21	-20
6	CCNC(=O)C1(C)CCN(C(=O)CCc2ccccc2)C1 (stereo not drawn)	x	5	x	3	22	-7	12	10	-11	x	-3
7	COc1cccc(C(=O)OCC(=O)Nc2sc3c(c2C(N)=O)CCC3)c1O	6	17	26	-4	-1	-13	2	5	-39	4	-25
8	COc1ccc(CNC(=O)N2CCc3nc(Nc4cc(OC)c(OC)c(OC)c4)ncc3C2)cc1	x	8	-10	8	-36	3	0	8	-3	-50	13
9	CCNC(=O)Cc1ccc(NS(=O)(=O)c2ccc(F)cc2)cc1	-11	3	-3	3	0	-2	3	-7	-22	-1	2
10	CC(C)C(NC(=O)c1ccccc1F)C(=O)Nc1ccc2c(c1)OCO2 (stereo not drawn)	-6	-8	-10	-11	-1	6	6	-17	0	5	-6
11	COCCC(=O)N1CCC(Oc2ccc(C(=O)NCc3cc(C)n(C)n3)cc2)CC1	1	-4	-6	-19	-24	3	-16	31	-13	-7	-11
12	O=C(Cn1cc(C(F)(F)F)ccc1=O)Nc1ccc2c(c1)OCO2	0	9	9	-5	-16	8	5	-8	-17	16	6
13	CCOc1ccc(C(=O)NCCCn2ccnc2)cc1	-5	-27	-2	-5	-18	12	13	-14	-19	5	-9
14	CCC[C@H]1CN(c2ccc(Br)cc2)C(=O)[C@@H]1CC(=O)Nc1ccccc1	9	13	24	-2	-14	-5	-12	9	-3	14	1
15	CC(OC(=O)C1CCN(S(=O)(=O)c2ccc(C(C)(C)C)cc2)CC1)C(=O)N1CCOCC1 (stereo not drawn)	-6	10	23	-10	3	-1	13	-10	3	7	2
16	CN(CCO)S(=O)(=O)c1ccc2c(c1)C(=NO)c1cc(S(=O)(=O)N(C)CCO)ccc1-2	-3	27	0	-15	4	19	9	-10	4	-5	-42
17	S=c1[nH]nc(-c2ccc(Br)cc2)n1Cc1ccccc1	4	12	17	12	-15	14	2	6	2	-4	3
18	Cc1ccccc1S(=O)(=O)N(C)C[C@@H]1OCc2cnnn2CCCC(=O)N([C@H](C)CO)C[C@@H]1C	-2	-1	-10	-25	-1	-2	14	-41	-13	-9	5
19	COc1ccccc1NC(=O)c1cccc(S(=O)(=O)N2CCN(c3ccccc3)CC2)c1	7	5	16	-5	-56	14	-43	-3	5	42*	5
20	O=C(O)C1C2CCC(C2)C1C(=O)N1CCCC1 (stereo not drawn)	1	-27	-9	-7	-4	-4	2	9	-4	14	10
21	N#CCNc1ccc([N+](=O)[O-])cc1C#N	1	8	1	22	9	-10	15	-2	-19	12	-22
22	Cc1ccc(NC(=S)N2CCC(NC(=O)C3CCCCC3)CC2)cc1C	-1	-11	-12	-7	11	-2	-2	-7	2	4	2
23	Cc1ccc(-n2ncc3c(NCc4ccco4)ncnc32)cc1C	-5	-37	-25	-47	5	-13	-18	-27	1	-20	-44
24	COc1ccc(CCC(=O)Nc2ccc(N3CCOCC3)cc2)cc1	-8	-3	8	4	-13	3	3	-15	-4	-8	0
25	CCN(CC(=O)Nc1c(F)cccc1F)C(=O)c1ccc(-c2ccc(C(C)=O)cc2)o1	-4	10	-18	12	-1	7	-20	11	-8	11	-7
26	CNC(=O)NC(=O)CSc1cccc(C(F)(F)F)c1	0	15	-20	-3	-2	-3	18	9	-8	9	-8
27	Cc1ccc(Cc2c(C)nc3nc(SCC(=O)NCCN4CCOCC4)nn3c2C)cc1	-10	2	-11	9	-11	2	7	-24	-9	-3	-7
28	CCOC(=O)C1CCN(Cc2c(O)c3ccccc3oc2=O)CC1	12	4	5	28	-2	3	11	-20	1	-1	6
29	CCc1nc2ccc(C(=O)NCc3ccccc3OC)cn2c1N(C=O)CCC(C)C	x	17	-9	-6	-44	1	8	-35	2	14	-7
30	CN(Cc1ccccc1)C(=O)CSc1nnc(-c2ccco2)n1-c1ccccc1	-1	5	15	13	17	-6	6	-10	11	-4	-3

# Retrieved one by one from above:
no.	molecule	LMP1 NFkB inh	LRH-1 inv ag	NCOA2 inhibitor	TROY NFkB inh	CF NFkB inh	KKLEB tox	NCOA3 inh	TWEAK Fn14 block	TRAIL sens C8	NR2F2 inh	NCOA1 inh
18	Cc1ccccc1S(=O)(=O)N(C)C[C@@H]1OCc2cnnn2CCCC(=O)N([C@H](C)CO)C[C@@H]1C	-2	-1	-10	-25	-1	-2	14	-41	-13	-9	5
23	Cc1ccc(-n2ncc3c(NCc4ccco4)ncnc32)cc1C	-5	-37	-25	-47	5	-13	-18	-27	1	-20	-44
22	Cc1ccc(NC(=S)N2CCC(NC(=O)C3CCCCC3)CC2)cc1C	-1	-11	-12	-7	11	-2	-2	-7	2	4	2
24	COc1ccc(CCC(=O)Nc2ccc(N3CCOCC3)cc2)cc1	-8	-3	8	4	-13	3	3	-15	-4	-8	0
27	Cc1ccc(Cc2c(C)nc3nc(SCC(=O)NCCN4CCOCC4)nn3c2C)cc1	-10	2	-11	9	-11	2	7	-24	-9	-3	-7

# The list continues:
no.	molecule	LMP1 NFkB inh	LRH-1 inv ag	NCOA2 inhibitor	TROY NFkB inh	CF NFkB inh	KKLEB tox	NCOA3 inh	TWEAK Fn14 block	TRAIL sens C8	NR2F2 inh	NCOA1 inh
31	COc1ccccc1C(=O)COC(=O)c1cnc(C)cn1	-2	12	-2	-8	-6	15	-6	-5	-7	12	-20
32	COc1ccc(CN(C)CC(O)COc2ccc(-c3ccccc3)cc2)cc1OC (stereo not drawn)	4	7	-9	-37	35	-17	-4	-6	14	-6	5
33	COC(=O)C1=C(C)NC(=O)/C1=C\c1cc(C)n(-c2ccccc2C)c1C	-13	-13	-1	-7	6	-4	20	-6	-6	12	-14
34	COC(=O)c1cc(S(=O)(=O)Nc2c(C)cccc2C)cn1C	2	-1	24	-16	2	19	10	0	-9	6	4
35	Cc1c(N2C(=O)C(=O)/C(=C(/O)c3ccccc3)C2c2ccc(F)cc2)c(=O)n(-c2ccccc2)n1C (stereo not drawn)	5	-9	-20	1	-1	6	2	17	-13	-7	-3
36	COCC(C)NS(=O)(=O)c1ccc(OC)cc1 (stereo not drawn)	4	-2	19	0	6	8	-1	8	0	-5	6
37	NC(=O)c1c(NC(=O)C2CCCO2)sc2c1CCCCC2 (stereo not drawn)	-18	-4	-19	1	-5	7	2	-7	0	-2	-12
38	CC(C)(C)CN1C(=O)C(=O)NC[C@@H]1CC1CCCCC1	x	3	-30	-7	x	x	x	12	5	13	x
39	COc1ccc(C(=O)NCc2ccc3c(c2)CCO3)cc1	-4	-1	-20	-9	0	-2	16	14	-11	12	-6
40	O=C(CN1CCOCC1)Nc1ccc(OCc2ccccc2)cc1	-17	15	-16	-26	-13	1	-16	0	-2	-17	-16
41	N#CCC(=O)Nc1cc(C(F)(F)F)ccc1N1CCOCC1	-8	2	-1	4	8	0	8	13	7	3	-2
42	CCN(C(=O)c1cc2c(=O)n3ccccc3nc2s1)C1CCCCC1	-15	-43	-85	-59	-10	0	-42	-5	-5	-43	-65
43	Cc1cc(-c2c(C)[nH]n(-c3ccc(Cl)cc3)c2=O)n(-c2ccc(Cl)cc2)n1	3	6	-21	15	-5	-13	14	-16	-6	14	-62
44	COc1ccccc1C1CC(c2ccccc2)=NN1C(=S)Nc1ccccc1 (stereo not drawn)	-12	13	-20	-28	13	-9	-3	15	0	-15	-5
45	O=C(CCCOc1ccc(Cl)cc1Cl)N/N=C/c1ccccc1	-5	26	13	-9	-6	-6	12	-13	-6	18	5
46	CCCNC(=O)c1ccc(C2SCC(=O)N2Cc2ccccc2)cc1 (stereo not drawn)	4	9	3	-6	2	2	15	-6	2	-8	7
